Assay outcomes as filed in PubChem BioAssay.
UHRF1 binding: UHRF1 methylated DNA binding inhibitors, primary screen, counter-screen for MBD2 inhibitor project, biochemical, TR-FRET, human UHRF1, single concentration. E3 ubiquitin-protein ligase UHRF1 (Homo sapiens), Q96T88. UHRF1 binding to methylated oligo. inhibition, % at 4.4 µM. actives 0.75% (n = 370,000). AID 687016, 2013; in the data active = inhibition above about 21%;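 also: UHRF1 SRA domain binding a hemimethylated CpG hairpin DNA probe; 0% = median of test compound wells and 100% = reference inhibitor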
LEDGF integ inh: blockers of LEDGF/p75-dependent integrase strand transfer – biochemical, TR-FRET, high throughput, primary screen; HIV-1 integrase (with human LEDGF/p75); actives 0.64% (n = 370,000); inhibition, % at 3.7 µM; AID 743269, 2014; TR-FRET IN-LEDGF/p75 DNA integration, Eu/Cy5;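 active = inhibition above the screen-wide mean plus 3 SD, cut at about 13% in these data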;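 also: signal is the Cy5 over europium emission ratio at 671 and 618 nm; 0% = plate median of compound wells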
TCR-CD3 inh: inhibitors of human TCR-CD3 interaction, primary screen, biochemical, fluorescence, TAMRA-labeled TCR probe; AID 651800, 2012; inhibition, % at 9.4 µM; actives 0.37% (n = 360,000); in the data active = inhibition above about 19%;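 also: recombinant mutant TCR 2C K166C tagged with TAMRA read by polarization; 0% = receptor in buffer alone and 100% = receptor with positive control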
MBD2 DNA inh: inhibitors of MBD2 binding to methylated DNA, primary screen, biochemical, TR-FRET, DNA-binding domain, human; MBD2 binding to methylated oligonucleotide; inhibition, % at 4.4 µM; actives 0.31% (n = 370,000); in the data active = inhibition above about 13%
PRMT1 inh: PRMT1 methyltransferase inhibitors, primary screen, biochemical, fluorescence polarization | actives 1.3% (n = 370,000) | Protein arginine N-methyltransferase 1 (Homo sapiens), Q99873 | inhibition, % at 2.79 µM | recombinant PRMT1, activity-based probe fluorescence polarization;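 active = inhibition above about 21% made by adding two undisclosed values, limit read from the data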
HTRA1 inhibitor: HTRA1 serine protease inhibitors, primary screen, biochemical, fluorescence polarization, HTS; recombinant HTRA1, FP-rhodamine activity-based probe; Q92743; AID 504803, 2011; actives 0.5% (n = 340,000); inhibition, % at 5.96 µM; in the data active = inhibition above about 36%;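 also: 0% = enzyme with DMSO and 100% = wells lacking enzyme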
Target sequence (Q92743 whole entry, looked up): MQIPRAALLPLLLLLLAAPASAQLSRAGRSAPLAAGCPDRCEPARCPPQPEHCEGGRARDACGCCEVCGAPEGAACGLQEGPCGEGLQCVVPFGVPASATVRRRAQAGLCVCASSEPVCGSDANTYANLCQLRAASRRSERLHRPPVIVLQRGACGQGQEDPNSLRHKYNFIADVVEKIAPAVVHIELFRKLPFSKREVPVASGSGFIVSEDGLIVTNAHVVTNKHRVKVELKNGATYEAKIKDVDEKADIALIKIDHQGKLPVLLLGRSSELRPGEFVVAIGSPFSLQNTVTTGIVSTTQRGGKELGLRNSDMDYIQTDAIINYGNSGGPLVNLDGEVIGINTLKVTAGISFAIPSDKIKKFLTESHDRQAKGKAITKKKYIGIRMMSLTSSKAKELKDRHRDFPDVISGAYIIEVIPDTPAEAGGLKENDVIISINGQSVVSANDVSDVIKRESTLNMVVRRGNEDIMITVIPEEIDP
rCAG RNA binder: binders of r(CAG) RNA repeats, primary screen, biochemical, fluorescence. r(CAG) RNA repeat, TO-PRO-1 dye displacement fluorescence. AID 651821, 2012. inhibition, % at 3 µM. actives 1.3% (n = 370,000);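 active = inhibition above the plate cutoff, the mean of all test compounds on that plate plus 3 SD, cut at about 35% in these data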;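 also: 0% = DMSO alone and 100% = 100 µM mitoxantrone as full dye displacement; higher means more dye released from RNA so lower well fluorescence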
PG9 binder: binders of HIV-1 gp120 antibody PG9, primary screen, biochemical, TR-FRET; actives 0.43% (n = 360,000); TR-FRET gp120-PG9 antibody binding; inhibition, % at 6.7 µM; HIV-1 gp120 / PG9 antibody interaction; in the data active = inhibition above about 8.5%
Rev-erbA mod: modulators of Rev-erb alpha DNA binding, primary screen, biochemical, FITC-DNA, fluorescence polarization, uHTS; Nuclear receptor subfamily 1 group D member 1 (Homo sapiens), P20393; Rev-erbα–FITC-DNA binding, 90 min; activity, % at 10 µM; actives 0.79% (n = 370,000); AID 1259318, 2017;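 active = activity above about 14%, limit read from the data; passing the limit was not always enough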;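 also: 0% = DMSO wells with 35 nM protein and 100% = DMSO wells with 750 nM protein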
ABHD4 inh: ABHD4 inhibitors, primary screen, biochemical, fluorescence polarization, mouse. purified mABHD4, FP-Rh probe fluorescence polarization. (Lyso)-N-acylphosphatidylethanolamine lipase (Mus musculus), Q8VD66. actives 0.54% (n = 370,000). inhibition, % at 8.92 µM. AID 720543, 2013;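 active = inhibition exceeding the mean over every tested compound plus 3 SD, cut at about 30% in these data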;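 also: 0% = plate median of compound wells and 100% = S159A mutant with DMSO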
Target sequence (Q8VD66 whole entry, looked up): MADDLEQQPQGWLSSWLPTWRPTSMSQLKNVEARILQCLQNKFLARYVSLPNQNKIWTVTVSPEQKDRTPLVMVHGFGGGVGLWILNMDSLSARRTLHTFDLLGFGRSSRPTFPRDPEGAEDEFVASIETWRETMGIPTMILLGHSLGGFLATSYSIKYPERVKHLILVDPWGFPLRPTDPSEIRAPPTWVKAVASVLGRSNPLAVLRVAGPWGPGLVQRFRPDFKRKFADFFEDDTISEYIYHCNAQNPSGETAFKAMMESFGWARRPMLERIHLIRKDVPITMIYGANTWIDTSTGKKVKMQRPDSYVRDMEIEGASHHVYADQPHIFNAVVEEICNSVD
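assay system = mABHD4 protein | compound dosing = single nominal dose of 8.92 µM, 0.89% DMSO final | read-out basis = percent inhibition of probe binding, normalized to plate controls | schedule = Enzyme–compound pre-incubation 45 min, then probe 60 min, both 25 °C | detection = fluorescence polarization, excitation 525 nm, emission 598 nm, BODIPY TMR filters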
Starred values were filed as active, the others as inactive; . = no result given. The list is partial; count on the stated rates, not on these rows.

SMILES	UHRF1 binding	LEDGF integ inh	TCR-CD3 inh	MBD2 DNA inh	PRMT1 inh	HTRA1 inhibitor	rCAG RNA binder	PG9 binder	Rev-erbA mod	ABHD4 inh
CC(C)(C)[C@H]1C=C(C(=O)N2CCOCC2)O[C@@H](OCCCCO)C1	-1	1	3	-4	-1	-5	-5	-2.5	-1	3
Cc1ccc(CNC(=O)Cn2cccc2C(=O)c2ccccc2)cc1	3	3	-8	3	-4	-1	2	-1.8	-6	-17
Cn1c(=O)c2c(nc(OCCc3ccccc3)n2C)n(C)c1=O	1	-5	-4	-1	0	-1	-6	2.3	3	6
C[C@@H]1ON(C)[C@H]2C[C@H]3c4[nH]c5ccccc5c4CCN3C(=O)[C@@H]12	-5	1	4	-8	-2	4	3	0.4	4	-2
O=C(OCC(=O)N1CCOCC1)c1ccc(Cl)c(S(=O)(=O)N2CCc3ccccc32)c1	-1	-4	0	2	-1	-7	2	-3.0	0	-2
CCCn1cccc(C(=O)Nc2ccc(OC)cc2)c1=O	2	-2	4	4	1	1	-2	-1.1	3	3
CCN(CC)CCNC(=O)Cn1nc(Cc2cccnc2)c2ccccc2c1=O	1	9	-5	0	-5	4	5	0.4	-4	-10
CCOc1ccc2oc(C(=O)NCC(C)(C)CN(C)C)c(C)c2c1	-1	1	7	-4	-3	1	-5	0.2	-3	0
CCCCN(C)C1CCN(C(=S)Nc2ccc(OC)cc2)CC1	-2	3	-10	2	1	-6	-4	-0.1	-2	5
O=C(O)c1ccccc1N=N/C(=N/Nc1cc(S(=O)(=O)O)ccc1O)c1ccccc1	1	6	6	-2	2	4	6	-6.5	-6	12
O=C(N/N=C\c1ccc(-c2ccc(Cl)c(Cl)c2)o1)C(=O)N1CCCC1	-2	1	6	-5	2	-2	5	2.3	-1	4
Cn1nc(-c2ccccc2)cc1NC(=O)Nc1ccc(C(C)(C)C)cc1	29*	2	1	8	-1	-37	8	-1.8	3	-24
Cc1cc2ccccc2cc(C)c1=O	5	-2	-8	-7	-2	3	6	-2.2	5	-6
CCc1nnc(NC(=O)C(NC(=O)c2ccccc2Cl)C(C)C)s1 (stereo unspecified)	-2	6	6	-6	-8	2	0	1.2	-6	-3
CC(C)N(CC(N)=O)c1ccc(S(=O)(=O)N2CCCC2)cn1	2	-6	-2	3	1	0	0	1.2	-2	4
O=C(Nc1ccc(N2CCN(C(=O)c3cccs3)CC2)cc1)c1ccc(Br)o1	1	0	3	-5	-2	7	5	-0.4	4	4
Cc1nc2nc[nH]n2c(=O)c1NS(=O)(=O)c1ccc(C(C)(C)C)cc1	2	-3	-1	6	2	3	4	-2.0	0	6
Cc1cc(NC(=O)c2ccc(Cl)cc2)n(-c2ccccc2)n1	-1	-4	1	1	-3	-3	-4	-3.1	-1	3
C=CCNS(=O)(=O)c1ccc2c(c1)n(C)c(=O)n2C	2	2	6	2	0	-3	2	-3.2	-1	-1
COCCNCC(=O)Nc1ccc(C)c(S(=O)(=O)N2CCCCC2)c1	1	-5	-7	2	4	-1	-3	-0.6	1	13
CCC1CCCCN1CCCNC(=O)c1c(O)nc2cc(C)ccn2c1=O (stereo unspecified)	3	-9	-8	1	5	1	0	-2.1	-8	3
Cc1c(NC(=O)c2cc3ccccc3oc2=O)c(=O)n(-c2ccccc2)n1C	-2	-4	3	4	3	2	-2	1.8	1	2
CC1CCCCC1NC(=O)CSC1=Nc2ccccc2C2CC=NN12 (stereo unspecified)	7	-1	-7	0	16	4	2	0.2	0	-15
FC(F)(F)c1nc(N2CCCC2)ncc1-c1nnnn1-c1ccccc1	2	-5	3	5	2	-8	-4	0.0	-3	-6
CN(C)c1ccc(C(=S)NCc2ccco2)cc1	-4	0	10	2	3	5	3	-1.1	-3	8
Cc1ccc(Cn2ncc3c(NCCN(C)C)ncnc32)cc1	0	0	0	2	-1	1	0	-1.0	2	1
Cc1ccc(S(=O)(=O)NC(C)(C)CSc2ccccn2)cc1	20	-7	-4	9	8	1	-9	0.1	4	0
Nc1ncnc2c1nc(N1CCCCC1)n2[C@@H]1O[C@H](CO)[C@@H](O)[C@H]1O	1	-3	5	-6	0	4	2	0.5	-3	-3
O=C(NCc1ccco1)/C(=C/c1ccc(C(F)(F)F)cc1)c1nc2ccccc2[nH]1	-4	1	2	-4	1	-19	13	0.6	1	-4
CCN1C(=O)[C@H]2[C@@H](c3ccc(-c4ccc(Cl)c(Cl)c4)cc3)N[C@@](CC(C)C)(C(=O)OC)[C@H]2C1=O	5	2	-1	-2	-3	-8	5	-1.0	6	-11
N#C/C(=C(/O)COC(=O)CCC1CCCCC1)c1nc2ccccc2[nH]1	-2	0	0	2	-3	3	10	1.3	2	1
CCNS(=O)(=O)c1ccc(NC(=S)NCc2ccco2)cc1	-1	1	-3	-3	0	-1	7	0.1	-1	-6
CCCCn1c(N)c(N(CC(C)C)C(=O)C2CCCN(C(=O)c3ccc(Cl)cc3)C2)c(=O)[nH]c1=O (stereo unspecified)	-2	0	4	3	-2	-2	-8	-0.4	3	2
Cc1cc(C)n2ncc(C(=O)Nc3ccc4c(c3)CCC4)c2n1	-2	1	.	2	3	.	.	.	-5	-3
Cc1ccc(S(=O)(=O)N/N=C\c2cc([N+](=O)[O-])ccc2Cl)cc1	-3	0	5	-1	10	0	7	-0.5	6	2
COCCN(C(=O)COC(=O)Cc1coc2cc3c(cc12)CCC3)c1c(N)n(Cc2ccccc2)c(=O)[nH]c1=O	3	4	2	8	-1	-26	7	0.8	0	-4
COCCNCCOc1ccccc1-c1ccccc1	1	2	-1	5	-4	1	-5	0.1	-5	9
CCN1CCN(CC(=O)Nc2sc3c(c2C#N)CCC(C)C3)CC1 (stereo unspecified)	0	0	-8	3	-2	-14	-7	1.9	-2	4
COc1ccc(-c2nc(C#N)c(N3CCC(C)CC3)o2)cc1	-2	-3	3	5	4	-23	3	-0.8	-2	5
COc1ccc(OCCCC(=O)OCC(=O)Nc2ncc(Cl)cc2Cl)cc1	0	-2	3	-2	3	-1	-5	0.7	-1	5

2 of the compounds above, as a markdown table:
| SMILES | UHRF1 binding | LEDGF integ inh | TCR-CD3 inh | MBD2 DNA inh | PRMT1 inh | HTRA1 inhibitor | rCAG RNA binder | PG9 binder | Rev-erbA mod | ABHD4 inh |
| --- | --- | --- | --- | --- | --- | --- | --- | --- | --- | --- |
| CCCCn1c(N)c(N(CC(C)C)C(=O)C2CCCN(C(=O)c3ccc(Cl)cc3)C2)c(=O)[nH]c1=O (stereo unspecified) | -2 | 0 | 4 | 3 | -2 | -2 | -8 | -0.4 | 3 | 2 |
| Cc1cc(C)n2ncc(C(=O)Nc3ccc4c(c3)CCC4)c2n1 | -2 | 1 | . | 2 | 3 | . | . | . | -5 | -3 |

Next part.
SMILES	UHRF1 binding	LEDGF integ inh	TCR-CD3 inh	MBD2 DNA inh	PRMT1 inh	HTRA1 inhibitor	rCAG RNA binder	PG9 binder	Rev-erbA mod	ABHD4 inh
CCN(C[C@H]1N[C@@](CC)(C(=O)OC)[C@H]2C(=O)N(Cc3ccccc3)C(=O)[C@@H]12)C(=O)c1ccc(C(C)(C)C)cc1	-2	-1	4	0	-2	1	3	-1.8	2	3
CCC(Oc1ccc(Cl)cc1)C(=O)N1CC(=O)Nc2ccccc21 (stereo unspecified)	1	-3	-6	2	4	-9	-5	0.8	12	15
COc1ccccc1C1C2C(=O)N(c3ccccc3)C(=O)C2ON1c1ccccc1 (stereo unspecified)	1	3	3	-2	0	1	1	-2.8	2	-1
Cc1ccsc1/C=N/NC(=O)c1ccc([N+](=O)[O-])cc1	-1	-2	-8	-4	0	9	2	-0.4	-6	-1
O=C(Oc1c(CN2CCOCC2)cc(Cl)c2cccnc12)c1ccccc1Cl	-2	-3	-5	-6	1	37*	7	-1.6	10	12
CC1=NN(C(C#N)c2cccc([N+](=O)[O-])c2)C(C)(C)C1 (stereo unspecified)	-3	2	-1	-6	-1	6	0	0.1	-9	-5
Cc1ccc(C)c(N(C(=O)CNC(=O)c2ccco2)C(C(=O)NCC2CCCO2)c2ccccc2)c1 (stereo unspecified)	5	-3	-5	6	6	-3	-2	-0.4	-4	-8
O=c1c2c(ncn2C2CCCC2)n(Cc2ccccc2)c(=O)n1CCOc1ccc(Br)cc1	1	2	-2	0	1	-13	4	0.5	-3	-7
COc1cccc(-c2nnc(SCc3ccccn3)n2C)c1	5	1	-4	2	2	5	-4	1.2	-3	-1
CC(C)Oc1ccc(C(=O)OCC(=O)c2ccc[nH]2)cc1	0	1	-1	-2	-1	1	7	-2.1	4	-3
O=C(CN(Cc1ccco1)C(=O)c1cccc(F)c1)Nc1ccccc1C(F)(F)F	0	0	3	1	0	11	0	-1.0	-8	6
CN(C)c1ccc(-c2ccnc3c2CC(C)(C(=O)Nc2cccc(C(F)(F)F)c2)O3)cc1 (stereo unspecified)	2	-1	-7	-6	-1	.	3	2.8	-3	3
COc1cccc(C2CC(C(F)(F)F)n3ncc(C(=O)NCC4CCCO4)c3N2)c1 (stereo unspecified)	4	0	4	2	1	-4	-7	-3.0	1	-1
COc1ccc(C2(C(=O)NCc3ccco3)CCCC2)cc1OC	-2	0	3	0	-2	-7	-3	2.1	0	7
S=c1[nH]nc(C2COc3ccccc3O2)o1 (stereo unspecified)	2	0	4	1	-2	0	2	-0.9	6	4
CC1(Cc2cc(Cl)ccc2C(F)(F)F)C(=O)Nc2ccc(-c3ccc(F)c(Cl)c3)cc21 (stereo unspecified)	-1	-6	1	1	2	.	4	0.1	7	-25
COc1cc(C)ccc1OCc1cc(C(=O)N2CCC(c3ccc(F)cc3)C2)no1 (stereo unspecified)	0	1	4	-3	-1	-4	4	0.8	-7	5
CC(=O)OC(C)(CCC(C)(OC(C)=O)C(C)=O)C(C)=O (stereo unspecified)	-4	-7	-1	-1	0	-7	-2	1.5	-2	4
Nc1nc(N)c2[nH]c(-c3ccccc3)nc2n1	-2	-2	1	0	-1	6	3	-2.5	5	-1
CC(C)Nc1nc(NC(C)C)nc(NS(=O)(=O)c2ccc(N)cc2)n1	5	5	3	4	-1	3	3	-0.2	-4	-7
COc1ccc(Cl)cc1N1C(=O)/C(=C\c2sccc2C)N=C1SCC(=O)NC1CC1	1	-2	3	0	-2	-46	4	-1.2	-1	-19
O=C(Cc1cc(=O)[nH]c(=O)[nH]1)NCC1CCCO1 (stereo unspecified)	-2	2	4	0	1	2	3	-0.6	-2	0
Cc1ccc(N2C(=O)C(CN3CCCCC3)C2c2ccccc2)cc1 (stereo unspecified)	-1	-3	5	-4	0	0	-9	-0.8	-6	1
C[C@@H]1CN([C@@H](C)CO)C(=O)CCCn2cc(nn2)CO[C@H]1CN(C)C(=O)C1CCCCC1	-2	-3	4	-3	-2	.	2	-0.7	-6	0
